MrgX1 allo act = positive allosteric modulators of MrgX1, primary screen, HEK293 cells, Fluo-4 calcium flux | Mas-related G-protein coupled receptor member X1 (Homo sapiens), Q96LB2 | FDSS; active compounds read high | B-score at 10 µM | 310,000 tested, 0.63% active | AID 588675, 2011;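 active means plate-corrected calcium response at least 3 library SD above typical, normal starting fluorescence, not activating the receptor alone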;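 further: compound read alongside a low EC10 to EC30 dose of BAM8-22 agonist; peak minus trough fluorescence over baseline measured at the second addition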
MrgX1 ag = agonists of human MrgX1 receptor, primary screen, HEK293 cells, Fluo-4 calcium flux; Mas-related G-protein coupled receptor member X1 (Homo sapiens), Q96LB2; Fluo-4 calcium fluorescence, agonist mode; active compounds read high; B-score at 10 µM; 310,000 tested, 0.44% active; AID 588627, 2011;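 active means calcium response B-score plate-corrected fluorescence ratio at least 3 library SD, with starting fluorescence B-score inside 5 SD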
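Material: HEK293 cells stably expressing human MrgX1 receptor | Quantity: 15,000 cells per well | Times: Cells plated overnight, dye loaded 0.5 h 37 °C, 0.5 h room temperature | Measured by: Kinetic Fluo-4 NW fluorescence of intracellular calcium | Control set: Positive and negative controls per plate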
TRPC6 activator = mouse TRPC6 channel activators, primary screen, cell-based, HEK293, membrane potential dye; Short transient receptor potential channel 6 (Mus musculus), Q61143; HEK293-TRPC6 membrane potential dye fluorescence; active compounds read high; B-score at 10 µM; 310,000 tested, 0.13% active; AID 2550, 2010;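 active means B-score of the integrated fluorescence ratio above library mean plus 3 SD, and starting fluorescence ratio within library mean plus 5 SD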;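 further: higher score means more depolarization so channel activation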
TRPC6 inhibitor = mouse TRPC6 channel inhibitors, primary screen, cell-based, HEK293, membrane potential dye; ACh-evoked depolarization; active compounds read low; B-score at 10 µM; 310,000 tested, 1.1% active;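 active means B-score under library mean minus 3 SD, initial fluorescence not abnormally high, positive integrated signal ratio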;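 further: B-score derived from integrated fluorescence ratio over the kinetic read; more negative B-score means stronger inhibition of depolarization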
TMEM16A act = TMEM16A chloride channel activators or potentiators, primary screen, cell-based, HTS | Anoctamin-1 (Mus musculus), Q8BHY3 | HEK293 TMEM16A/YFP-H148Q/I152L, iodide quench fluorescence; active compounds read low | B-score at 10 µM | 340,000 tested, 0.3% active | AID 623877, 2012;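 active means fluorescence-ratio B-score plate-corrected deviation score at least 3 library SD below zero, with starting fluorescence score within 5 deviations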;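 further: channel opened by trigger with iodide after compound preincubation; score built on the fluorescence ratio of max minus min over baseline; more negative score means more quench and so TMEM16A activation or potentiation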
TRPC4 agonist = activators of mouse TRPC4 channel, primary screen, Fluo4 calcium, HEK293 TRPC4beta/mu-opioid cells | Short transient receptor potential channel 4 (Mus musculus), Q9QUQ5 | Fluo4 calcium fluorescence; active compounds read high | B-score at 10 µM | 310,000 tested, 0.49% active;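 active means B-score above 5 SD of library B-scores, and initial fluorescence ratio not above library mean plus 5 SD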;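 further: positive B-score marks a calcium rise read as TRPC4 activation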
Target sequence (Q9QUQ5 whole entry, looked up): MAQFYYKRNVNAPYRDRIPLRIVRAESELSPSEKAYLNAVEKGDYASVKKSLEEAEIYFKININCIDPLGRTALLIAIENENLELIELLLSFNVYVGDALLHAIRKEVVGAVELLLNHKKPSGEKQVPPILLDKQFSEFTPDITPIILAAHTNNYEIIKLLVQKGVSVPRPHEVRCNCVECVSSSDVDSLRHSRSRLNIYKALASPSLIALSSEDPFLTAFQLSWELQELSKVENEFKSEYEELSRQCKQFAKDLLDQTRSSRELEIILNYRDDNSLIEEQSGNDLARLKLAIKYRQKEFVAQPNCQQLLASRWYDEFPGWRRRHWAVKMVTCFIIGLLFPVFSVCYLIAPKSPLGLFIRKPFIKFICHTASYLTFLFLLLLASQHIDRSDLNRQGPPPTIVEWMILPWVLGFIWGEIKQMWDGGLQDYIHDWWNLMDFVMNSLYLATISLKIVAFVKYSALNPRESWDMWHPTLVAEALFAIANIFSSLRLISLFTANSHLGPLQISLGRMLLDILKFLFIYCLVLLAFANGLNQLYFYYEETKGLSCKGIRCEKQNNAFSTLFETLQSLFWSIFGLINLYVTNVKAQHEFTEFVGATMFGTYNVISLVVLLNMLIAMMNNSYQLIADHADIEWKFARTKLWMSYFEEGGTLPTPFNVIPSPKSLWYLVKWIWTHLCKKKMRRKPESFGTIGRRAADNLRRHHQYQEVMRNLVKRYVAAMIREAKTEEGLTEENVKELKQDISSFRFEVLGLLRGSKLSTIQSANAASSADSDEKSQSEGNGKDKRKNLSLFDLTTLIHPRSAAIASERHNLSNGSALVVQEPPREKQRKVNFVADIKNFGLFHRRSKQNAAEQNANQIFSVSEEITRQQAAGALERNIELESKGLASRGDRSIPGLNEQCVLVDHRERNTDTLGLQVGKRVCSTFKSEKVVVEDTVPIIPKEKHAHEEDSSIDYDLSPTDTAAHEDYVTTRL
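system = HEK293 cells stably co-expressing mouse TRPC4beta and mu-opioid receptor | schedule = Fluo4 dye loading 45 min at room temperature, 110 s recording | measure = B-scored integrated calcium fluorescence ratio | signal = Fluo4 calcium-sensitive dye fluorescence, kinetic, 1 Hz baseline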
TRPC4 PAM = positive allosteric modulators of TRPC4, primary screen, cell-based, mouse TRPC4beta, HEK293 mu-opioid, Fluo-4 calcium. DAMGO EC20, Fluo-4 Ca2+ flux; active compounds read high. AID 2227, 2009. B-score at 10 µM. 310,000 tested, 0.42% active;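 active means B-score of calcium response area above 5 SD of library B-scores, with initial fluorescence ratio within 5 SD of library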;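 further: B-score of integrated fluorescence ratio over time as area under calcium response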
TRPC4 inh = inhibitors of mouse TRPC4 channel, primary screen, Fluo4 calcium, HEK293 TRPC4beta/mu-opioid cells; Short transient receptor potential channel 4 (Mus musculus), Q9QUQ5; DAMGO-evoked Fluo4 calcium flux; active compounds read low; 300,000 tested, 0.39% active; B-score at 10 µM; AID 2247, 2010;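 active means B-score over 3 SD under the library average, no early fluorescence shift, positive overall ratio signal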
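Assay system: TRPC4beta/mu-opioid receptor HEK293 cell line; compound dosing: single concentration per test compound; detection: Fluo4 Ca2+ flux fluorescence; evaluation: per-well B score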
TMEM16A inh = TMEM16A chloride channel inhibitors, primary screen, cell-based, HTS; AID 588511, 2011; 310,000 tested, 1.2% active; normalized B-score (activity score, 25-100; higher = stronger inhibition) at 10 µM; HEK293 TMEM16A/YFP iodide influx fluorescence, ionomycin;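 active means ratio plate-corrected score three or more library SD toward inhibition, starting fluorescence score within five deviations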;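 further: score derived from kinetic fluorescence span divided by baseline fluorescence per well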
SKKanGAS inh = S. pyogenes SKKanGAS growth inhibitors in kanamycin, primary screen, streptokinase expression inhibitor project, SKKanGAS strain, BacTiter-Glo luminescence; 6 h; inhibition, % at 7.5 µM; 300,000 tested, 1.3% active;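 active means mean replicate score, as percent of positive control median, at least 50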;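 further: strain carries kanamycin resistance gene driven by streptokinase promoter and grows in 40 µg/ml kanamycin; loss of luminescence reflects streptokinase promoter inhibition or plain growth inhibition; 0% = median of DMSO wells and 100% = positive control at its reference dose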
MrgX1 antag = antagonists of human MrgX1 receptor, primary screen, HEK293 cells, Fluo-4 calcium flux; 310,000 tested, 1.3% active; B-score at 10 µM; BAM8-22 antagonism; active compounds read low;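 active means calcium-response B-score plate-corrected more than 3 library SD below zero, starting fluorescence within 5 deviations, no agonist response on first addition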;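 further: peak minus trough fluorescence over baseline after final BAM8-22 challenge near maximal dose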
The depositor's hits bear a star; i = inactive; · = not tested or not shown.

Order of values – MrgX1 allo act	MrgX1 ag	TRPC6 activator	TRPC6 inhibitor	TMEM16A act	TRPC4 agonist	TRPC4 PAM	TRPC4 inh	TMEM16A inh	SKKanGAS inh	MrgX1 antag
O=C(CSc1nnc(Nc2ccccc2)s1)NN1C(=O)NC2(CCCCC2)C1=O
→ i	i	i	i	i	i	i	i	i	3	i
CC1(C)CC(=O)N(c2cc(Cl)ccc2Cl)C(=O)C1
→ i	i	i	i	i	i	i	i	i	2	i
CCN(CC)C(=O)CSc1nc2ccccc2c(=O)n1OC
→ i	i	i	i	i	i	i	i	i	-4	i
COc1ccc(F)cc1S(=O)(=O)N1CCC2(CC1)OCCN2S(=O)(=O)c1ccccc1
→ ·	·	i	i	i	i	i	i	·	2	·
COc1ccc(NC(=O)CSc2ccc(-c3cccs3)nn2)c(OC)c1
→ i	i	i	i	i	i	i	i	i	-7	i
CCc1c(O)nc(SCC(=O)Nc2nc3ccccc3s2)n(-c2ccc(C)cc2)c1=O
→ i	i	i	i	i	i	i	i	i	24	i
CSc1ccccc1NC(=O)CSCc1nc2sc(C)c(C)c2c(=O)[nH]1
→ i	i	i	i	i	i	i	i	i	-3	i
COc1cccc(OC)c1C(=O)NC(=S)Nc1ccc2c(c1)Cc1ccccc1-2
→ i	i	i	i	i	i	i	i	i	7	i
CC(C)CCNc1nc(N)c([N+](=O)[O-])c(N2CCCCCC2)n1
→ i	i	i	i	i	i	i	i	i	30	i
Nc1nc(C23CC4CC(CC(C4)C2)C3)cs1
→ 16*	i	i	i	i	i	i	i	i	14	i
COc1ccc(-c2c(NC(=O)c3ccco3)n(-c3ccc(C)cc3)nc(C)c2=O)cc1
→ i	i	i	i	i	i	i	i	i	-1	i
O=C(c1ccco1)N1CCCC(c2nc3c(nnn3Cc3c(Cl)cccc3Cl)c(=O)[nH]2)C1 (stereo not given)
→ i	i	i	i	i	i	i	i	i	-5	i
Cn1ncc(C#N)c1/N=C/N1CCCC1
→ i	i	i	i	i	i	i	i	i	1	i
Nc1nc(CN2CCN(c3ccccc3)CC2)nc(Nc2ccc(Cl)cc2)n1
→ i	i	i	i	i	i	i	i	25*	24	i
Cc1ccc(S(=O)(=O)N(C)C)cc1NC(=O)COC(=O)CCC1CCCC1
→ i	i	i	i	i	i	i	i	i	2	i
CN(C[C@H](Cc1ccccc1)N(C[C@H](Cc1ccccc1)N(CC1(c2ccccc2)CC1)N=O)N=O)N=O
→ i	i	i	i	i	i	i	i	i	4	i
CC1Cc2ccccc2N1C(=O)c1cnc2sccn2c1=O (stereo not given)
→ i	i	i	i	i	i	i	i	i	-3	i
Fc1ccccc1-c1nnc2c3ccccc3nc(N3CCOCC3)n12
→ i	i	i	i	i	i	i	i	i	7	i
COc1ccc(Br)cc1/C=N/NC(=O)c1ccc(OC)c(OC)c1
→ i	i	i	i	i	i	i	i	i	3	i
CN1CCCCC1CCN1c2ccccc2Sc2ccc(S(C)=O)cc21 (stereo not given)
→ i	i	i	-7.5*	i	i	i	i	i	1	i
O=c1oc2ccccc2c(N2CCC(c3ccccc3)CC2)c1[N+](=O)[O-]
→ i	i	i	i	i	i	i	i	i	0	i
CCCC(=O)NC(NC(=S)Nc1c(C)n(C)n(-c2ccccc2)c1=O)C(Cl)(Cl)Cl (stereo not given)
→ i	i	i	i	i	i	i	i	i	2	i
Cc1ccc(C)c(S(=O)(=O)Nc2ccc(O)c3ccccc23)c1
→ i	i	i	i	i	i	i	i	i	16	i
O=S(=O)(c1ccc2c(c1)OCCO2)N1CCN(c2nc(-c3cccnc3)nc3ccccc23)CC1
→ i	i	i	i	·	i	i	i	i	8	i
CCCCOc1ccc(/C=N/NC(=S)Nc2cc(C)ccc2C)cc1
→ i	i	i	i	i	i	i	i	i	-8	i
CC(=O)c1cccc(NC(=O)C(C)OC(=O)Cc2n[nH]c(=O)c3ccccc23)c1 (stereo not given)
→ i	i	i	i	i	i	i	i	i	-3	i
O=C(CCCN1C(=O)/C(=C/c2cccs2)SC1=S)Nc1ccccc1O
→ i	i	i	i	i	i	i	i	i	10	i
Nc1ccc(/C=C/C(=O)c2ccco2)cc1
→ i	50*	25*	-8.4*	i	i	i	i	i	-1	i
Cc1cc(C)c(C)c(S(=O)(=O)N2CCC(C(=O)Nc3ccc(S(=O)(=O)N4CCOCC4)cc3)CC2)c1C
→ i	i	i	i	i	i	i	i	i	11	i
COC(=O)c1cc(NC(=O)CN(c2ccc(OC)cc2)S(=O)(=O)c2ccc(F)cc2)ccc1Cl
→ ·	·	i	i	i	i	i	i	·	10	·
COc1ccc(CC2(CO)CCN(Cc3cnn(-c4ccccc4OC)c3)CC2)cc1
→ i	i	i	i	i	i	i	i	i	-11	i
COc1cc2nc(CN(C)Cc3nc4ccccc4c(=O)[nH]3)[nH]c(=O)c2cc1OC
→ i	i	i	i	i	i	i	i	i	12	i
CCN=C(NS(=O)(=O)c1ccc(Br)cc1)c1ccc(Cl)cc1
→ i	i	i	i	i	i	i	i	i	0	i
C#CC[N+](C)(C)CCN1C(=O)C2C(c3ccccc3)C=CC(c3ccccc3)C2C1=O (stereo not given)
→ i	i	i	i	i	i	i	i	i	-8	i
O=C(Nc1ccc(N2CCN(C(=O)c3ccccc3)CC2)c(Cl)c1)c1ccco1
→ i	i	i	i	i	i	i	i	i	7	i
CC(=O)Nc1ccc(OCC(=O)NCCc2ccc(Cl)cc2)cc1
→ i	i	i	i	i	i	i	i	i	-3	i
CCOc1ccccc1N(CC(=O)Nc1ccccc1C(=O)OC)S(C)(=O)=O
→ i	i	i	i	i	i	i	i	i	0	i
COc1ccc(C2CC(=O)C=C(NNS(=O)(=O)c3ccc(C)cc3)C2)cc1 (stereo not given)
→ i	i	i	i	i	i	i	i	i	-2	i
CN(C)C(=O)CNc1n[nH]c(=S)[nH]c1=O
→ i	i	i	i	i	i	i	i	i	0	i
O=C(CN1C(=O)/C(=C/c2ccc(Cl)cc2)SC1=S)NC1C=CS(=O)(=O)C1 (stereo not given)
→ i	i	i	i	i	i	i	i	i	2	i
CSc1nc2c(c(=O)n1Cc1ccccc1)SC(C)C2 (stereo not given)
→ i	i	i	i	i	i	i	i	i	-9	i
CCC(C)c1ccc(NC(=S)N2CCN(S(C)(=O)=O)CC2)cc1 (stereo not given)
→ i	i	i	i	i	i	i	i	i	2	i
COc1ccc(Cl)cc1C(=O)CSc1nnnn1C1CCCC1
→ i	i	·	·	i	·	·	·	i	·	i
O=C(CSCc1ccc(Br)cc1)NCc1ccccn1
→ i	i	i	i	i	i	i	i	i	-5	i
C[C@H](NC(=O)c1ccccc1)C(=O)Nc1nc(-c2ccccn2)cs1
→ i	i	i	i	i	i	i	i	i	19	i
COc1ccc(OCc2cccc(C(=O)O)c2)cc1
→ i	i	i	i	i	i	i	i	i	30	i
CCSc1nnc(NC(=O)CSc2ncccn2)s1
→ i	i	i	i	i	i	i	i	i	-2	i
CC(C(=O)NCc1ccc(F)cc1)c1ccc([N+](=O)[O-])cc1 (stereo not given)
→ i	i	i	i	i	i	i	i	i	-3	i
ClC1(CNc2ccccc2)CCN(Cc2ccccc2)CC1
→ i	i	i	i	i	i	i	i	i	0	i
O=C(Nc1nccs1)C1CC(=O)N(CCc2ccc(F)cc2)C1 (stereo not given)
→ i	i	i	i	i	i	i	i	i	6	i
CCCOC(=O)C1=C(C)N(C)C(=O)NC1c1cc2c(cc1Br)OCO2 (stereo not given)
→ i	i	i	i	i	i	i	i	i	7	i
CCCCC1=CC2=C(c3ccco3)C(=O)C(C)(OC(=O)c3ccc(OC)cc3)C(=O)C2=CN1C1CC1 (stereo not given)
→ i	i	i	i	i	i	i	i	i	8	i
O=C(COC(=O)c1ccccc1)Nc1ccccc1Sc1ccccc1
→ i	i	i	i	i	i	i	i	i	58*	i
O=c1c2cn[nH]c2[nH]c(=S)n1-c1cccc(Cl)c1
→ i	i	i	i	i	i	i	i	i	-18	i
COc1ccc(N(CC(=O)Nc2cccc(N(C)S(C)(=O)=O)c2)S(C)(=O)=O)cc1OC
→ i	i	i	i	i	i	i	i	i	2	i
COc1cc2cc(CN(CCCN3CCOCC3)C(=O)Nc3ccc(F)cc3)c(=O)[nH]c2cc1OC
→ i	i	i	i	i	i	i	i	i	5	i
CC(C)CC(=O)n1sc(NC(=O)c2ccccc2)nc1=O
→ i	i	i	i	i	i	i	i	i	19	i
CCn1cc(/C=C(\NC(=O)c2ccc(OC)cc2)C(=O)N2CCOCC2)c2ccccc21
→ i	i	i	i	i	i	i	i	i	6	i
CC(=O)c1cc2c(cc1N(C(=O)c1ccco1)C(C(=O)NC1CCCC1)c1ccccc1F)OCO2 (stereo not given)
→ i	i	i	i	i	i	i	i	i	0	i
CCOc1ccc(NC(=O)C2CCN(S(=O)(=O)c3ccc4c(c3)C(C)(C)C(=O)N4C)CC2)cc1
→ i	i	i	i	i	i	i	i	i	-3	i

High-throughput results: PubChem, several laboratories
